Assay outcomes deposited in PubChem BioAssay by NCI.
Growth percent in the NCI-60 one-dose screen (48 h, 10 µM unless noted): 100 = growth as untreated, 0 = no growth, -100 = all killed.
COLO 205: COLO 205 colon cancer. actives 7.3% (n = 79,000). AID 1794742
HT29: HT29 colon cancer; actives 7.4% (n = 81,000); AID 1794748
A498: A498 renal cancer cells; actives 5.4% (n = 76,000); AID 1794774
HCT-116: HCT-116 colon cancer | actives 7.3% (n = 82,000)
HCC-2998: HCC-2998 colon cancer; actives 4.7% (n = 79,000)
SNB-75: SNB-75 CNS cancer; actives 5% (n = 79,000); AID 1794750
KM12: KM12 colon cancer cells; actives 5% (n = 82,000)
SW-620: SW-620 colon cancer. actives 5.2% (n = 82,000)
HCT-15: HCT-15 colon cancer. actives 5.2% (n = 82,000)
An asterisk follows results filed as active; / = not tested or not shown; & = joins results of further samples. The calls were made as follows: active = growth percent below 10; inactive = the rest.

Compound	A498	HCC-2998	SW-620	HCT-15	COLO 205	HT29	SNB-75	HCT-116	KM12
N#C/C(=C\c1ccc(-c2ccc(F)cc2)o1)C(=O)c1c[nH]c2ccccc12	98.3	102.1	97.3	92.9	104.9	105.3	79.9	94.2	94.6
Cc1ccc2c(n1)C(=O)C(Cl)=C(Nc1cccc(C(=O)OC(C)(C)C)c1)C2=O	66.6	112.6	64.3	47.1	118.7	114.3	95.7	14.0	99.2
COc1cc2ccnc(C=O)c2cc1OC	110.7	103.8	30.2	27.9	92.9	20.9	76.7	9.1*	92.1
C/C(=N\C(=N)N)c1nc2ccccc2n1CCBr	123.0	104.6	111.1	/	111.0	/	74.2	113.7	118.6
O=C1CC2(CCCC2)CC(=O)N1CCCCN1CCN(c2ncccn2)CC1	119.1	107.9	115.5	95.1	109.1	94.4	87.1	98.7	106.8
Cc1nc2sc3c(c2c(C)c1Br)NC(c1ccc(F)cc1)NC3=O (configuration not stated)	112.1	112.1	51.9	92.6	100.0	87.5	106.4	80.6	90.3
COc1ccc(/C(C#N)=C/c2cccnc2)cc1	92.2	79.5	102.2	96.1	111.6	100.4	103.6	97.5	102.9
CCCCCCCCCCCCCCCCCCSC(=N)N	84.7	45.2	46.3	66.6	4.0*	28.4	88.6	66.6	64.5
NCCCNc1nc(-c2cccnc2)nc2sc3c(c12)CCCCC3	93.3	99.3	103.7	111.9	102.5	95.1	83.8	102.5	101.4
CCOC(=O)Nc1ccc(C(=O)/C=C/c2ccccc2)cc1	92.1	34.4	73.9	85.7	127.3	37.4	116.4	6.3*	8.5*
CCOC(=O)COc1nc(SCC(=O)Nc2nc3ccc(C)cc3s2)nc(-c2ccccc2)c1C#N	87.1	99.5	84.4	94.1	99.1	107.4	42.8	90.6	95.2
CCc1n(Cc2ccc3ccccc3c2)cc[n+]1Cc1ccc2ccccc2c1	21.8	-6.8*	16.0	70.1	-67.5*	-32.2*	-6.0*	4.7*	-52.2*
O=C1CC2CC=CCN2C=C1c1ccncc1 (configuration not stated)	109.3	100.8	97.5	108.1	104.9	86.5	93.1	96.3	96.5
Nc1c(C(=O)Nc2cccc3cnccc23)sc2nc3c(cc12)C(=O)CCC3	/	97.4	79.4	70.9	108.3	79.9	88.5	86.0	71.5
COc1ccc(CCc2nc3cc(-c4c(C)noc4C)ccc3n2CCN2CCOCC2)cc1	58.6	47.3	26.6	52.8	5.9*	12.8	27.8	31.1	33.6
COc1ccccc1CNC1CCCCC1	116.7	102.5	108.8	106.3	104.0	97.7	77.4	100.8	107.4
O=C(O)c1ccc(-n2cc(CNc3ccccc3)c(-c3ccc(F)cc3)n2)cc1	91.9	121.8	91.8	75.1	100.6	87.7	109.4	68.7	82.6
Nc1nc(=O)n([C@H]2CC=C(CO)O2)cc1F	75.8	104.3	90.5	100.7	107.4	91.9	102.1	107.7	103.0
C=C1[C@]2(C)CC3[C@@]4(C)CC[C@H](O)C(C)(C)C4CC[C@@]3(C)[C@@]1(C(=O)OC)CC(C)C2=O (some centres not stated)	103.0	97.9	103.4	90.4	112.0	96.4	98.3	89.6	97.0
C=CCNCCC#N	119.9	116.1	109.9	99.9	116.0	104.9	79.1	100.2	114.8
CCCCCCCC/C=C\CCCCCCCC(=O)OCCCCCC	70.5	107.0	106.0	101.0	124.1	108.5	116.9	100.2	102.4
COc1cccc2nc3n(c12)C(c1c(F)cccc1F)SC3 (configuration not stated)	102.6	99.9	105.6	100.6	106.4	100.4	96.0	93.8	100.2
O=C1c2cccnc2C(=O)c2c1c(C(=O)N1CCCCC1)c1ccccn21	40.3	91.0	56.8	79.4	89.8	95.2	59.5	87.5	89.3
CCCCCCCc1nc(C#N)c(NCc2ccc(C)cc2)o1	108.4	101.5	106.8	98.0	113.1	99.5	91.1	97.3	99.2
COc1ccc(/C=N/NC(=S)NC23CC4CC(CC(C4)C2)C3)cc1OC	72.3	96.9	96.8	79.7	107.5	87.0	92.5	81.9	82.8
Cc1cc(=O)n(C(=S)Nc2cccc(Cl)c2)c2cc(O)ccc12	116.6	109.0	100.4	111.2	103.0	109.1	88.1	102.4	99.8
C=C(C)[C@@H]1CC[C@]2(C(=O)OC)CC[C@]3(C)[C@H](CC[C@@H]4[C@@]5(C)C/C(=C/c6ccccc6)C(=O)C(C)(C)[C@@H]5CC[C@]43C)[C@@H]12	110.5	109.3	97.8	99.2	108.3	106.3	91.8	96.5	102.0
O=C(O)/C(=C\c1cc2c(cc1[N+](=O)[O-])OCO2)c1cc2c(cc1Br)OCO2	112.4	109.0	107.1	103.8	103.1	104.4	80.0	108.8	106.4
C/C(=C(/c1ccc(O)cc1)c1ccc(OCCN2CCCC2)cc1)c1ccc(Cl)cc1	56.5	17.2	-57.1*	-19.1*	-86.6*	-52.3*	62.5	36.6	46.5
CCCCOC(C)OCc1ccc2c(c1)OCO2 (configuration not stated)	99.9	91.8	103.0	103.4	/	101.6	93.5	94.7	108.3
Nc1nc(N)c2c(n1)NC(c1ccc3c(c1)OCO3)CC(c1cccc(Nc3ccncc3)c1)=N2 (configuration not stated)	93.0	88.1	58.0	98.4	86.3	61.3	66.9	43.7	80.0
COc1cc(CO)cc(OC)c1OC	84.5	113.4	105.4	92.9	100.5	106.2	125.7	112.8	99.3
COc1ccc2nc(C#N)ccc2c1	80.8	101.6	104.3	90.0	114.9	106.8	83.7	97.3	101.7
CC(C)=C[C@@H]1CC2Cc3ccccc3N1O2 (some centres not stated)	77.9	106.2	100.6	111.6	103.5	/	99.2	99.3	106.3
CNC(=O)OC/C=C/c1ccccc1	81.5	104.5	100.8	97.8	116.6	89.6	99.9	88.2	105.3
Nc1nc2c(C(=O)Nc3ccc(Cl)cc3)c(Nc3ccccc3)nn2c(Nc2ccccc2)c1-c1nc2ccccc2s1	/	82.3	83.9	65.3	90.1	86.7	86.2	47.4	70.0
Cc1[nH]c(/C=C/C(=O)c2ccc(C(F)(F)F)c(F)c2)c(C)c1C(=O)NCC(F)(F)F	76.2	105.5&92.9	101.0&108.0	71.9&83.9	96.8&105.7	87.9&90.3	81.0&93.4	74.5&86.1	88.4&89.9
Cc1cc(=O)oc2cc(OCCCOc3ccc(/C=C/C(=O)Nc4cccc([N+](=O)[O-])c4)cc3)ccc12	107.3	115.1	105.4	76.9	127.7	112.2	98.0	105.3	/
O=S(Cc1ccccc1)Cc1ccccc1	93.9	/	106.4	109.1	102.5	99.2	85.0	101.3	101.0
O=c1nc2s/c(=C\c3ccc(Br)cc3)c(=O)n2c2nc(-c3ccccc3)c(-c3ccccc3)nc12	101.3	104.4	100.9	103.2	122.5	107.6	94.6	102.6	101.9
N#Cc1c(-c2ccc(Cl)cc2)n2c(nc1=O)SC(=O)C2	92.8	114.5	99.7	103.4	128.3	101.1	89.8	109.7	107.9
O=C1OC(=O)c2c(I)c(I)c(I)c(I)c21	122.2	95.7	109.6	105.5	139.1	106.6	93.5	98.9	110.5
S=c1nc(-c2ccc(Cl)cc2)cc(-c2ccco2)[nH]1	118.5	111.4	110.8	109.6	118.8	106.1	80.5	103.5	116.5
O=C(Nc1ccccc1)C1=NCCCCN1	106.6	103.3	104.7	103.1	106.8	109.9	95.6	112.3	110.2
N#Cc1c(/N=C\NNC(=O)c2cccnc2)oc(-c2ccccc2)c1-c1ccccc1	68.6	116.6	98.0	95.0	113.7	93.6	95.2	94.0	96.6
Cc1ccc2c(c1)C(=O)[C@]1(O)CCN(c3ccc4nc(C)ccc4c3)C1=N2	/	102.8	94.2	83.7	107.3	104.7	62.1	86.9	104.4
CCCCCCCCCCCCCCCCCCOc1cccc(CC(=O)OCC[N+]2(C)CCCC2)c1	102.3	92.0	95.0	86.2	101.5	87.5	95.4	88.4	94.8
O=C(O)C(/C=C/c1ccco1)=N\Nc1nc(-c2ccc(Cl)cc2)cs1	65.2	49.0	71.5	36.3	94.6	86.4	57.4	26.3	62.2
Cc1ccc(S(=O)(=O)N2CCN(c3nc(-c4ccccc4)nc4nc(-c5ccccc5)oc34)CC2)cc1	96.9	107.8	104.6	108.0	123.7	101.3	93.2	93.7	106.1
CCCCCCCCCCCCCCCCCC(=O)NCc1ccc(OC)cc1	121.4	116.7	111.6	101.9	118.8	108.0	124.7	101.3	102.9

Just SW-620 and HCT-15, for 2 of the compounds above:
mol	SW-620	HCT-15
S=c1nc(-c2ccc(Cl)cc2)cc(-c2ccco2)[nH]1	110.8	109.6
O=C(Nc1ccccc1)C1=NCCCCN1	104.7	103.1

Returning to the listing; the 3 compounds before the break are reprinted first.
Compound	A498	HCC-2998	SW-620	HCT-15	COLO 205	HT29	SNB-75	HCT-116	KM12
O=C(O)C(/C=C/c1ccco1)=N\Nc1nc(-c2ccc(Cl)cc2)cs1	65.2	49.0	71.5	36.3	94.6	86.4	57.4	26.3	62.2
Cc1ccc(S(=O)(=O)N2CCN(c3nc(-c4ccccc4)nc4nc(-c5ccccc5)oc34)CC2)cc1	96.9	107.8	104.6	108.0	123.7	101.3	93.2	93.7	106.1
CCCCCCCCCCCCCCCCCC(=O)NCc1ccc(OC)cc1	121.4	116.7	111.6	101.9	118.8	108.0	124.7	101.3	102.9
N[C@H](CC/[N+]([O-])=N/O)C(=O)O	111.1	111.2	109.2	111.3	110.4	103.5	113.1	98.4	104.8
CCOC(=O)c1nc(SC)n(C)c1C(=O)OCC	106.6	95.9	101.0	93.5	127.5	103.4	81.4	99.6	100.1
CSc1nn2c(-c3ccco3)ccnc2c1C#N	69.6	94.5	94.6	96.7	99.7	87.9	89.0	92.0	100.1
O=C(Nc1ccccc1)OC(CCl)C(Cl)CCl (configuration not stated)	/	98.7	103.4	99.9	120.7	99.2	99.9	99.3	103.4
CC(=O)CCC(=O)O	92.7	117.5	103.2	103.2	103.0	103.0	/	102.2	110.7
CCOC(=O)c1cc2ccccc2[nH]1	96.9	108.8	113.0	104.5	99.1	106.8	93.6	84.4	100.5
CC1(C(=O)O)NC(C(=O)O)Cc2c1[nH]c1ccccc21 (configuration not stated)	91.8	103.6	97.8	109.9	103.7	109.3	88.8	92.6	103.3
CN1CCN(Cc2ccc(NC(=O)c3cnc(F)c(C#Cc4cnc(N)c5ncccc45)c3)cc2C(F)(F)F)CC1	-25.8*	40.7	8.7*	14.9	-8.0*	6.8*	32.7	7.2*	11.2
CN(C)CCC/C=N/Nc1ccc(Cl)cc1[N+](=O)[O-]	79.0	95.3	102.5	115.3	/	103.1	101.0	101.6	103.3
Cc1nsc(N)n1	95.8	108.0	101.9	102.0	118.1	102.6	93.6	101.8	113.3
CCOC(=O)c1nnsc1-c1ccc(-c2snnc2C(=O)OCC)cc1	105.8	97.0	102.6	103.0	152.5	103.2	105.3	103.9	109.0
Clc1cc(Cl)c(Cl)c(-c2nc(CN3CCOCC3)cs2)c1	99.1	/	89.6	103.0	124.3	96.5	99.8	83.0	96.1
CCOC(=O)c1cc(Cl)nc2ccccc12	96.7	99.3	94.1	94.3	106.4	105.7	81.6	95.7	101.1
FC(F)(F)c1ccc(-c2nc(CSc3nc4ccccc4o3)no2)cc1	119.6	98.7	104.9	105.8	110.2	94.2	87.7	97.2	101.0
COc1cc(-c2nnc(-c3cc4cc(OCc5ccccc5)ccc4nc3OC)o2)cc(OC)c1OC	51.9	86.3	85.1	87.4	94.2	83.6	66.6	61.1	97.6
CC(CC(C#CC(CC(C)CC(C)(C)C)N(C)C)N(C)C)CC(C)(C)C (configuration not stated)	119.2	99.6	99.9	100.1	93.1	95.2	89.1	93.2	96.1
O/N=C(/CSc1nnc(-c2cc(-c3ccccc3)nc3ccccc23)o1)c1ccccc1	87.1	93.1	86.4	88.4	103.6	79.6	94.8	76.3	98.8
COc1ccccc1-n1c(-c2csc(N)n2)n[nH]c1=S	133.2	100.2	112.8	100.4	/	112.6	82.8	96.2	98.9
CC(C)OC(=O)Nc1ccc(-c2nc(-c3cccc(O)c3)c(-c3ccnc(Br)c3)[nH]2)cc1	59.5	97.4	84.4	68.6	74.9	74.5	11.1	69.3	71.9
Cc1noc(N)c1C(=O)Nc1ccc(Cl)cc1	102.3	105.8	122.4	102.5	122.2	99.3	98.3	98.7	100.1
O=C(Nc1ncnc2nc[nH]c12)c1cccnc1	96.7	108.2	96.4	105.8	104.5	97.6	73.7	103.3	102.9
O=c1[nH]c(=O)c2[nH]cnc2[nH]1	100.2	102.0	105.3	111.4	111.8	102.6	/	106.8	107.4
COc1ccc2c(C3(c4c[nH]c5cc(OC)ccc45)C(=O)Nc4ccccc43)c[nH]c2c1	87.6	97.8	100.8	94.6	87.2	96.0	71.7	92.0	95.8

Compounds above that have a nitro group on carbon, in the order listed:
Compound	A498	HCC-2998	SW-620	HCT-15	COLO 205	HT29	SNB-75	HCT-116	KM12
O=C(O)/C(=C\c1cc2c(cc1[N+](=O)[O-])OCO2)c1cc2c(cc1Br)OCO2	112.4	109.0	107.1	103.8	103.1	104.4	80.0	108.8	106.4
Cc1cc(=O)oc2cc(OCCCOc3ccc(/C=C/C(=O)Nc4cccc([N+](=O)[O-])c4)cc3)ccc12	107.3	115.1	105.4	76.9	127.7	112.2	98.0	105.3	/
CN(C)CCC/C=N/Nc1ccc(Cl)cc1[N+](=O)[O-]	79.0	95.3	102.5	115.3	/	103.1	101.0	101.6	103.3
